Screening data from PubChem.
ERp5 inh: inhibitors of ERp5-driven insulin aggregation, primary screen, biochemical, turbidity, absorbance 650 nm, single point | Protein disulfide-isomerase A6 (Homo sapiens), Q15084 | 90 min | inhibition, % at 9.99 µM | actives 0.05% (n = 350,000);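 active means mean replicate inhibition above about 25%, with every replicate also reaching it, limit read from the data, passing the limit was not always enough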
Target sequence (Q15084 whole entry, looked up): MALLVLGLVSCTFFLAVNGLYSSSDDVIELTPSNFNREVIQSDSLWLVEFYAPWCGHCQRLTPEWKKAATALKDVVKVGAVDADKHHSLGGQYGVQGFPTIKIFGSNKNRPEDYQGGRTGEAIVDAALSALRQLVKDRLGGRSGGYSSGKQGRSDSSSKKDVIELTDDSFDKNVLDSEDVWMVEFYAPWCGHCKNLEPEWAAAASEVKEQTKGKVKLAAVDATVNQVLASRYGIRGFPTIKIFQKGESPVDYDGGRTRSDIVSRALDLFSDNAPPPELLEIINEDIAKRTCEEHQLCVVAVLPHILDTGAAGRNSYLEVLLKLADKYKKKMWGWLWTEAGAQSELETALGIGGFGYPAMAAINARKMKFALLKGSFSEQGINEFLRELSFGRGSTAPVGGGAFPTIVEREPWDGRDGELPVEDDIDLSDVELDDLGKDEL
ARNT TACC3 PPI: disruptors of ARNT/TACC3 protein interaction, primary screen, biochemical, AlphaScreen, single concentration | actives 0.66% (n = 390,000) | AlphaScreen His-ARNT PAS-B/GST-TACC3 binding, luminescence; TACC3 fragment carries E629A point mutation | inhibition, % at 9.99 µM;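 active means mean inhibition of replicates at least 50% and at least half of replicates each reaching 50%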;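 further: 0% = complete ARNT plus TACC3 wells and 100% = ARNT alone without TACC3; many hits fall short of the cut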
E-selectin induc: E-selectin induction in HUVECs, primary screen, imaging, HUVEC, immunofluorescence imaging, single point. activation, % at 7.58 µM. normalized: neutral wells 0, TNF-alpha wells 100. P16581. actives 0.37% (n = 260,000). AID 686992, 2013;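 active means mean E-selectin-positive cell signal at least 10% of the positive control, reached in at least 60% of replicates, without over 20% cell loss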;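 further: in these data hits start at about 27%; measured in HUVEC primary endothelial cells; signal is the percent of cells scored E-selectin positive by PE staining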
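Material: HUVEC primary endothelial cells; Amount: 3,000 cells per well; Dosing: single concentration; Medium: EGM-2 growth medium on 0.1% gelatin-coated wells; Read-out basis: percent E-selectin-positive cells; Signal: immunofluorescence imaging; Control set: TNF-alpha, DMSO.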
CASP6 VEID inh: human caspase-6 inhibitors, primary screen, biochemical, VEID-R110 fluorescence, single point, set 2. purified caspase-6, Z-VEID-R110 cleavage fluorescence. inhibition, % at 12.5 µM. actives 0.53% (n = 350,000). AID 686996, 2013;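 active means mean inhibition across replicates at least about 35%, with every replicate also reaching that limit, limit read from the data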;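 further: 0% = median of neutral control wells and 100% = no fluorescence left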
PglD inh: C. jejuni PglD acetyltransferase inhibitors, primary screen, biochemical, DTNB colorimetric, single point; UDP-N-acetylbacillosamine N-acetyltransferase PglD (Campylobacter jejuni); purified PglD enzyme, DTNB colorimetric CoA detection; inhibition, % at 12.5 µM; actives 0.098% (n = 360,000); AID 602405, 2012; in the data active means inhibition above about 16%, passing the limit was not always enough; further: strong numbers were not always called active
esBAF inh: Bmi1 luciferase reporter increase in mESCs, primary screen, esBAF inhibitor project, mouse ES cells, Bmi1 luciferase knock-in, single point | 24 h; 100% = twice the neutral-well signal | reporter increase, % at 12.5 µM | actives 2% (n = 350,000) | AID 602393, 2012; in the data active means activation above about 40%;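 further: 0% = median of the plate's neutral control wells and 100% = double that signal; a rise in the Bmi1 reporter signal indicates esBAF inhibition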
RAD54 branch: inhibitors of human RAD54 branch migration, primary screen, biochemical, fluorescence, single point; DNA repair and recombination protein RAD54-like (Homo sapiens), Q92698; RAD54 Holliday junction branch migration, FAM/BHQ fluorescence; inhibition, % at 10.4 µM; actives 0.14% (n = 360,000);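 active means mean normalized replicate activity at least 40 and at least half of replicates scoring 40 or more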;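 further: 0% = median of neutral control wells and 100% = median of positive control wells; inhibitors cause a drop in the FAM fluorescence signal; in these data hits start at about 50%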
RAD52 inh: RAD52 DNA annealing inhibitors, primary screen, biochemical, FRET, single point, set 2; DNA repair protein RAD52 homolog (Homo sapiens), P43351; recombinant RAD52 DNA annealing, FRET fluorescence; inhibition, % at 18.7 µM; actives 0.46% (n = 360,000); AID 651710, 2012;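 active means every replicate showing at least 50% inhibition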
Target sequence (P43351 whole entry, looked up): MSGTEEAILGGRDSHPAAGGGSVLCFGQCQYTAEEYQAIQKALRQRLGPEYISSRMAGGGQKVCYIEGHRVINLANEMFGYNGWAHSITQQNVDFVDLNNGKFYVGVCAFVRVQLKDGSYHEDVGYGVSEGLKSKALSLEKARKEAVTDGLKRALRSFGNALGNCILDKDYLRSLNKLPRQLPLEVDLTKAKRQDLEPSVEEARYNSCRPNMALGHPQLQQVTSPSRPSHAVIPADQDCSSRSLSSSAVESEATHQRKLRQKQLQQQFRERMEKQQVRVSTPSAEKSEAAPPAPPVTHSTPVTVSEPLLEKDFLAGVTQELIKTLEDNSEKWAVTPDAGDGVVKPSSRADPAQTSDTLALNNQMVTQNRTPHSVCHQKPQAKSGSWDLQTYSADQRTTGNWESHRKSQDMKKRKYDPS
* = called active by the depositor; nt = not tested or not shown.

Second line of a record – RAD52 inh, PglD inh, RAD54 branch, ARNT TACC3 PPI, ERp5 inh, CASP6 VEID inh, esBAF inh, E-selectin induc
- CCN(CC(=O)Nc1cc(Cl)ccc1C)C(=O)CC1CCCC1
  -7.8, -2.2, 0.6, 3.2, -20.6, 0.4, -4.1, nt
- COc1ccccc1CNC(=O)COC(=O)c1ccccc1-c1ccccc1
  -4.8, -3.2, -7.4, -3.4, 2.3, 5.2, nt, -1.0
- COc1ccc(CNC(=O)COC(=O)/C=C/c2cccc(Cl)c2)cc1
  -4.3, -0.5, -5.2, 2.9, -4.2, -2.4, -3.2, -0.2
- COc1ccc2c(C)cc(=O)oc2c1
  -6.4, 0.1, 11.5, -3.0, 1.5, 1.5, -0.6, 1.5
- CC(C)(C)N1C(=O)c2ccc(C(=O)Nc3cc(C(=O)O)cc(C(=O)O)c3)cc2C1=O
  5.6, -9.3, 0.8, 11.0, -0.3, 1.3, -10.6, nt
- Cc1cccc(N/N=C/c2ccncc2)c1
  -4.1, 2.0, 6.6, 7.6, 2.2, -0.9, 37.2, 1.5
- Cn1c(SCC(=O)N2CCCCC2)nc2c([nH]c3ccccc32)c1=O
  -1.1, -1.6, -10.3, -4.1, 2.9, -2.7, -12.6, -0.3
- CCCN1C[C@@H](C)[C@H](OC)CN(C)C(=O)c2cc(NC(=O)c3cnccn3)ccc2OC[C@@H]1C
  -3.6, -1.7, -4.3, 0.0, 1.9, -5.4, -5.6, 0.7
- CC(C)NC(=O)[C@H]1N2C(=O)c3ccccc3C2SC1(C)C (stereo partly specified)
  -9.9, -0.9, -6.4, -6.2, 2.0, -7.6, -6.4, nt
- Cc1ccc(S(=O)(=O)NCC(=O)OC2CCOC2=O)cc1 (stereo unspecified)
  nt, -4.4, -9.1, -2.9, nt, nt, -6.1, nt
- CN1C(=O)c2cc(NC(=O)Cc3ccccc3)ccc2OC[C@H]2O[C@@H](CC(=O)O)CC[C@@H]21
  6.9, -0.7, 4.0, 0.5, -5.1, 3.2, -0.3, -0.1
- CCNC(=O)c1ccc(NC(=O)CC2SC(N3CCCC3)=NC2=O)cc1 (stereo unspecified)
  -3.7, nt, nt, -1.8, -4.5, 0.3, nt, -0.2
- COc1cc(C(=S)N2CCOCC2)ccc1OS(=O)(=O)c1ccc(C)cc1
  -9.1, 0.3, -3.2, -16.1, -0.5, -3.9, -3.3, 0.0
- Cc1ccc(S(=O)(=O)N2CCN(C(=O)CC(C)C)CC2)cc1
  -16.7, nt, nt, -0.9, -1.3, nt, nt, -2.4
- O=S(=O)(/N=C(/Nc1cccnc1)c1ccccc1)c1ccc(F)cc1F
  -7.8, 5.1, 3.8, nt, -0.8, 0.0, -2.0, nt
- Cc1cc(C)n2cc(CSc3nc4cc(Cl)ccc4o3)nc2n1
  nt, 4.1, -6.6, 1.0, nt, nt, 0.8, nt
- CCCNC(=O)N1[C@@H]2c3ccc(-c4cccc(F)c4)c(=O)n3C[C@H]1[C@H](CO)[C@H]2C(=O)NC1CCC1
  5.9, nt, nt, nt, 0.8, 1.8, nt, -0.1
- C[C@H](CO)N1C[C@H](C)[C@@H](CN(C)C(=O)CN(C)C)Oc2cc(C#Cc3ccc(F)cc3)ccc2S1(=O)=O
  52.0*, 2.4, 3.0, 1.6, 2.7, -1.0, -6.6, -0.6
- C[C@H]1CN([C@@H](C)CO)C(=O)c2cc(NC(=O)Cc3ccccc3)ccc2O[C@@H]1CN(C)Cc1ccc(C(=O)O)cc1
  6.4, 5.6, 4.4, -1.8, -4.9, 2.1, 1.0, 0.0
- CCCCN1CC[C@H]2C=CC[C@@H](C(=O)N3CCN(c4ccccc4)CC3)[C@H]2C1=O
  1.4, -2.1, -14.6, 1.6, 2.4, -6.5, -2.7, -0.2
- Cc1nc2c(Br)cc(Br)cc2cc1O
  nt, -2.6, -6.2, 0.5, nt, nt, -30.3, nt
- Cc1n[nH]c(=O)nc1N1CCN(c2ccccc2)CC1
  nt, 1.4, -0.3, 2.3, nt, nt, -0.9, nt
- CCOc1ccc(NC(=O)c2ccc(NS(=O)(=O)c3cccs3)cc2)cc1
  -10.2, -2.5, -16.5, 0.8, -3.5, 2.1, 7.3, 1.5
- Cc1ccc(NC(=O)C(C)SCc2nc3sc(C)c(C)c3c(=O)[nH]2)nc1 (stereo unspecified)
  -102.7, nt, nt, -2.5, -3.4, 5.5, nt, nt
- N#Cc1ccc(NC(=O)Nc2ccc(Oc3ccc(NC(=O)Nc4ccc(C#N)cc4)cc3)cc2)cc1
  -4.8, 3.6, -10.5, -3.3, 2.1, -2.2, -32.2, nt
- Nn1c(C2COc3ccccc3O2)n[nH]c1=S (stereo unspecified)
  -15.9, nt, nt, 8.8, 2.6, 8.6, -0.2, -0.4
- Cc1ccc(-c2[nH]ncc2/C=N/n2c(C)nc3ccccc3c2=O)cc1
  -3.1, -3.1, 3.1, -14.9, -3.3, 2.4, nt, 0.8
- C[C@@H](NC(=O)C[C@@H]1CC[C@@H](NC(=O)CN2CCOCC2)[C@H](CO)O1)c1ccccc1
  -3.3, 2.6, 0.6, -12.6, 0.4, 2.9, -2.3, -0.6
- CCc1ccc(CN(C)C(=O)C2CCC(=O)N(Cc3cccc(OC)c3)C2)nc1 (stereo unspecified)
  -3.9, -5.7, -1.2, 5.6, 0.6, -4.1, 3.0, 0.2
- c1ccc2[nH]c(NCCCN3CCOCC3)nc2c1
  nt, -2.5, 1.1, 4.5, nt, nt, -10.1, nt
- COc1ccc2c3c([nH]c2c1)[C@@H](CO)N(Cc1ccccc1)CC31CN(C(=O)c2cccnc2)C1
  -30.3, nt, nt, nt, -12.4, 2.7, nt, -0.6
- CCn1c2ccccc2c2cc(NC(=O)COc3ccc(OC)cc3)ccc21
  nt, 8.6, -12.5, -11.8, nt, nt, -2.6, nt
- FC(F)Oc1ccc(-n2cc(-c3ccc(Cl)cc3)[n+]3c2CCCCC3)cc1
  -10.3, nt, nt, -8.0, -1.3, 0.3, nt, -0.3
- COc1ccccc1OCc1ccc(C(=O)NCC2CCCO2)o1 (stereo unspecified)
  nt, 0.3, -9.9, -4.9, nt, nt, -5.9, nt
- CCCCc1c(-c2ccccc2OC)ncn1Cc1ccc(Cl)cc1
  -4.0, nt, nt, nt, -2.7, 0.2, nt, -0.1
- C=CCNC(=O)c1ccc2c(=O)n(Cc3ccccc3OC)c(=S)[nH]c2c1
  -2.5, -4.3, -8.6, 20.4, 1.9, 3.0, 0.0, 0.0
- CCOC(=O)c1cnn(-c2ccc([N+](=O)[O-])cc2)c1N
  0.1, -6.0, 9.5, -11.2, 8.7, -1.6, 36.3, -0.4
- O=c1oc2ccccc2c(Nc2cccc3ccccc23)c1[N+](=O)[O-]
  nt, 2.8, -5.9, 19.8, nt, nt, -6.6, nt
- CC(=O)Nc1ccc(C(=O)OCC(=O)N2CCN(C(=O)c3ccco3)CC2)cc1
  -10.4, 2.4, 0.7, 35.4, -1.7, -1.9, 1.1, 0.2
- CO[C@H]1CN(C)C(=O)c2cc(NC(=O)CC(F)(F)F)ccc2OC[C@H](C)N(C(=O)C2CCCCC2)C[C@H]1C
  -47.2, nt, nt, nt, -0.3, -1.0, nt, 0.0
- CC(=O)N1c2ccc(S(=O)(=O)NCC3CCC(C(=O)NC4CCC(C)CC4)CC3)cc2CC1C (stereo unspecified)
  -5.1, -1.8, 7.9, -6.4, -9.1, -0.9, -6.3, nt
- CN(CCc1ccccn1)C(=O)c1cc(COc2ccc(F)cc2F)on1
  1.8, 9.0, -6.5, -5.8, -13.1, -1.4, nt, 16.8
- Cc1ccc(-c2csc3ncn(CC(=O)NCC(c4ccco4)N4CCCC4)c(=O)c23)cc1 (stereo unspecified)
  -8.0, 1.8, 8.6, -12.0, 1.4, 0.1, -4.4, 1.3
- O=C(C[C@H]1CC[C@H](NC(=O)c2ccccc2)[C@@H](CO)O1)NCc1ccc(Oc2ccccc2)cc1
  -4.9, -4.3, -4.7, -1.5, 0.7, -0.5, -5.3, 0.0
- CCOC(=O)c1sc(NC(=O)c2cccc(S(=O)(=O)N3CCN(C)CC3)c2)cc1C
  nt, 0.9, 16.6, 2.5, nt, nt, 12.0, nt
- Cc1cn(CC(=O)NCC2CCCO2)c(=O)[nH]c1=O (stereo unspecified)
  -2.0, 2.1, 7.2, -8.3, 2.8, 1.2, -2.3, 0.3
- O=C(O)c1cc([N+](=O)[O-])c(NCCC2=CCCCC2)c([N+](=O)[O-])c1
  -16.3, nt, nt, -5.3, -1.9, 9.0, nt, nt
- CCCNC(=O)CCCN1C(=O)c2ccccc2Sc2ncccc21
  -10.0, nt, -7.7, 7.7, 1.6, 2.7, 5.7, 1.3
- Cc1cnc(C(=O)OCC(=O)Nc2cc(S(=O)(=O)N3CCCCC3)ccc2Cl)cn1
  -16.8, nt, nt, -4.5, 1.2, 0.5, nt, nt
- CCC(C(=O)NC1CCCC1)N(C(=O)Cn1nnc(-c2ccc(C)o2)n1)c1ccc(F)cc1 (stereo unspecified)
  -17.3, -1.7, -5.9, -7.6, -0.1, 0.5, -4.3, 0.1
- COC(=O)C1CCN(S(=O)(=O)Cc2ccccc2)CC1
  -15.7, -2.7, -0.4, nt, 2.5, 7.8, -1.0, nt
- Cc1ccc2[nH]c(=O)c(CN(Cc3cccs3)C(=S)NCc3ccco3)cc2c1
  -106.6, -3.8, -11.0, -7.0, -0.8, 3.8, nt, -2.3
- Cc1cccc(S(=O)(=O)Nc2ccc(-n3c(C)nc4ccccc4c3=O)cc2)c1
  -8.8, -3.7, 12.4, 3.9, 1.5, 4.2, nt, 3.2
- COc1ccc(NC(=S)N2CCC(C(=O)N3CCCCCC3)CC2)cc1
  nt, 1.4, 3.3, -3.3, nt, nt, 2.8, nt
- N#Cc1sc2nc(-c3cccs3)cc(-c3ccc(Cl)cc3)c2c1N
  -34.3, nt, nt, -21.0, 0.1, -1.5, -9.9, nt
- C[C@@H]1CN([C@@H](C)CO)S(=O)(=O)c2ccc(C#CC3CCCC3)cc2O[C@@H]1CN(C)C
  14.2, 0.6, -2.9, 33.1, -4.7, 1.0, -3.4, 0.1
- C[C@@H]1CN([C@@H](C)CO)C(=O)c2cccc(NC(=O)c3ccc(-c4nccs4)cc3)c2O[C@@H]1CN(C)Cc1ccc(Cl)c(Cl)c1
  1.0, 1.7, 1.9, 11.9, -3.5, -1.2, 0.7, 32.4*
- COc1ccc(Cc2nc3ccccc3[nH]c2=O)cc1
  -18.7, 5.0, -1.4, 6.9, 3.7, -1.8, -6.6, nt
- CC(=O)Cc1nsc(NC(=O)c2ccc(COc3ccccc3C)o2)n1
  -51.1, -4.3, 0.7, -3.6, -4.2, -1.4, -5.8, -0.1
- C[C@@H]1CN([C@@H](C)CO)C(=O)Cc2cc(NC(=O)NC3CCCCC3)ccc2O[C@H]1CN(C)C
  -12.2, 0.6, -3.6, 4.0, 0.3, 0.5, -0.5, 3.0

At a glance, two of the compounds above:
Second line of a record – RAD52 inh, PglD inh, RAD54 branch, ARNT TACC3 PPI, ERp5 inh, CASP6 VEID inh, esBAF inh, E-selectin induc
- Cc1ccc(-c2csc3ncn(CC(=O)NCC(c4ccco4)N4CCCC4)c(=O)c23)cc1 (stereo unspecified)
  -8.0, 1.8, 8.6, -12.0, 1.4, 0.1, -4.4, 1.3
- O=C(C[C@H]1CC[C@H](NC(=O)c2ccccc2)[C@@H](CO)O1)NCc1ccc(Oc2ccccc2)cc1
  -4.9, -4.3, -4.7, -1.5, 0.7, -0.5, -5.3, 0.0
